CYP2C19 inhib = human CYP2C19 inhibition; CYP2C19 Supersomes, luciferin-H EGE luminescence, 30 min; inhibition, % at 5 µM; actives 21% (n = 96,000); AID 778;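 active = CYP2C19 inhibition above a set limit at 5 µM in the primary screen, cut at about 50% in these data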;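 also: plate controls were negative control wells for no effect and 2.5 mM tranylcypromine positive control for full effect; values of inactives mirror those of a sister screen read the other way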
Target sequence (P33261 whole entry, looked up): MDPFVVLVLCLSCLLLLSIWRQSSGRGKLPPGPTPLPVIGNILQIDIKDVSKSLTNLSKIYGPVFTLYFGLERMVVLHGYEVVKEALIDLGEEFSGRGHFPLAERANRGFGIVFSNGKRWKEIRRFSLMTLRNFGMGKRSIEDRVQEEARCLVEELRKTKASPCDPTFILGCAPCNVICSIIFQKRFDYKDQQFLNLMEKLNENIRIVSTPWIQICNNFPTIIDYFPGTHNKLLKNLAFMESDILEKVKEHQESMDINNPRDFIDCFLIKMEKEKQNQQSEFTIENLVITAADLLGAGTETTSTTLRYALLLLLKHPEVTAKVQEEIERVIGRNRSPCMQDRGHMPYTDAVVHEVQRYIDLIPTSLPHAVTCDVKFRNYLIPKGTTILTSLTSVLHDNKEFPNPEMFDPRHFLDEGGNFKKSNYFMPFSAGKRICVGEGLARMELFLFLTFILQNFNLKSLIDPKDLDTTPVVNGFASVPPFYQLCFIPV
CYP2C9 activ = CYP2C9 (human) activation; actives 1.4% (n = 96,000); activation factor at 5 µM; recombinant CYP2C9, luciferin-H conversion, luminescence; hits give high values; factor 1 = untreated enzyme, 0 = blocked; P11712; AID 1024;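 active = activation factor of 2 or more for CYP2C9 at a 5 µM dose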;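 also: 0 = sulfaphenazole-blocked wells and 1 = vehicle-only wells; values of inactives mirror those of a sister screen read the other way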
PLAP activator = human PLAP activation. purified PLAP enzyme, luminescent substrate read-out; hits give high values. activation fold at 20 µM. actives 1.2% (n = 96,000). AID 696; in the data active = activation fold above about 2
Target sequence (P05187 whole entry, looked up): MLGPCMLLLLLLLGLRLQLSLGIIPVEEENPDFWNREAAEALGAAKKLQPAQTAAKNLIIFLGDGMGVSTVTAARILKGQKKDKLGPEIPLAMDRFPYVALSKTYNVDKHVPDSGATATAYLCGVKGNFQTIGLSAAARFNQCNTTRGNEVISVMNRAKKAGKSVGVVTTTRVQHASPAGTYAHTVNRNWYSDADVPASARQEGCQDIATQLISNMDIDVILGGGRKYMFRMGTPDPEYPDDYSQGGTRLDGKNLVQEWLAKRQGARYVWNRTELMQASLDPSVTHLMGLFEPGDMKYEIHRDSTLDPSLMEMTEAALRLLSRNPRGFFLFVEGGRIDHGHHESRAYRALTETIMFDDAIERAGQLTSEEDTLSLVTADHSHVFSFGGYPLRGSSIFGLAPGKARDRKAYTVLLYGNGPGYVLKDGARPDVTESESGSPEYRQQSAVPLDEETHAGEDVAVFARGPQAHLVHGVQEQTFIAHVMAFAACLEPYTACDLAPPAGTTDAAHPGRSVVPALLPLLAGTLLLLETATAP
MT1-MMP txn act = MT1-MMP promoter transcription activation; activation factor at 10 µM; actives 0.16% (n = 86,000); HT1080 MT1-MMP promoter luciferase reporter, luminescence, overnight; hits give high values;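 active = activation factor of at least 2 for MT1-MMP transcription at 10 µM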
PTK2B oligo ant = antagonists of human Pyk2 oligomerization | AID 1347419 | Q293 cells, Pyk2 FERM NanoBiT luminescence; hits give low values | z-score (the deposit names both 25 µM and 10 µM) | actives 0.83% (n = 99,000) | Q14289;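 active = Z-score of -3 or lower, scaled per plate to the spread of control and sample wells; inactive = z-score above -3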;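 also: negative z-score means lost luminescence so less FERM oligomerization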
CYP2C19 act = activators of human cytochrome P450 2C19; P33261; recombinant CYP2C19, luciferin-H EGE luminescence; hits give high values; 0 = fully inhibited enzyme, 1 = untreated enzyme; activation factor at 5 µM; 96,000 tested, under 10 active; AID 1025;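 active = activation factor of at least 2 at 5 µM in the primary screen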;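 also: 0 = wells with 2.5 mM tranylcypromine and 1 = vehicle-only wells; values of inactives mirror those of a sister screen read the other way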
Mac1 fbg inh = blocks human CD11b/CD18 adhesion to fibrinogen; P05107+P11215; K562 CD11b/CD18 adhesion to fibrinogen, ATPlite luminescence; Mn2+ added to activate the integrin; inhibition, % at 10 µM; actives 0.54% (n = 93,000);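 active = primary inhibition of 50% or more at 10 µM, then 40% or more on retest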; also: some results filed as inactive read as strong as hits
CYP2C9 inh = blocks human cytochrome P450 2C9. P11712. CYP2C9 Supersomes, luciferin-H conversion, luminescence. inhibition, % at 5 µM. actives 20% (n = 96,000). AID 777;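 active = blocking of liver enzyme CYP2C9 beyond about 50% at 5 µM, limit read from the data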; also: values of inactives mirror those of a sister screen read the other way
CD11b adhes enh = CD11b/CD18-fibrinogen binding enhancement; P05107+P11215; K562 CD11b/CD18 adhesion to fibrinogen, ATPlite luminescence; activation, % at 10 µM; actives 0.07% (n = 93,000); AID 1499;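 active = 10 µM primary screen giving 50% or more activity, confirmed by 40% or more on retest at that dose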; also: strong numbers were not always called active; reference of the scale not given here
Active calls of the source: *; / = not tested or not shown.

SMILES | CYP2C19 inhib | CYP2C9 activ | PLAP activator | MT1-MMP txn act | PTK2B oligo ant | CYP2C19 act | Mac1 fbg inh | CYP2C9 inh | CD11b adhes enh
CN(c1ccccc1)S(=O)(=O)c1ccc(NC(=S)NC(=O)c2ccccc2)cc1 | 29 | 0.3 | 1.2 | / | 0.57 | 0.7 | 24 | 70* | -2
Cc1ccc(NC(CC(=O)c2ccccc2)c2ccc(F)cc2)cc1 (centres undefined) | 34 | 1 | 1 | / | -1.2 | 0.7 | 8 | 3 | 2
CCOC(=O)N1CCN(c2c(NCCCN3CCCC(C)C3)c(=O)c2=O)CC1 (centres undefined) | 4 | 0.8 | 1.4 | / | / | 1 | 5 | 18 | 0
O=C(CSc1nc2cc(Cl)ccc2s1)N1CCCc2ccccc21 | 44 | 0.4 | 1.1 | / | -0.34 | 0.6 | 42 | 62* | 1
CCCOc1ccc(C(=O)NC(C)C(=O)O)cc1 (centres undefined) | -12 | 1.2 | 1 | 1.1 | 0.59 | 1.1 | -5 | -18 | -2
Cc1c(N/C=C/C(=O)c2cccs2)c(=O)n(-c2ccccc2)n1C | 12 | 0.8 | 1.5 | 1.2 | -0.72 | 0.9 | 4 | 22 | 0
O=C(NC1CC2CCCC(C1)N2C(=O)NCc1ccccc1)C1CC1 (centres undefined) | -5 | 1 | 1.2 | 1 | 0.44 | 1.1 | -3 | -3 | -1
CCOC(=O)CSc1nc2c(c(=O)n(Cc3ccccc3Cl)c(=O)n2C)n1C | -6 | 1.1 | 1.1 | 1 | 1.3 | 1.1 | -1 | -8 | -6
Cc1nc2ccccc2c(=O)n1/N=C/c1ccc(O)cc1 | 19 | 1.1 | 0.9 | 1.2 | -0.07 | 0.8 | 1 | -14 | -2
O=C1C2C3C=CC(C3)C2C(=O)N1c1ccc(-c2nc3ccccc3o2)cc1 (centres undefined) | -12 | 1.1 | 1 | 1.6 | -0.91 | 1.1 | -7 | -9 | -4
CCCCNC(=O)CCC(=O)Nc1ncc(-c2ccc(C)cc2)n1C | 31 | 0.6 | 2* | 1.1 | -0.22 | 0.7 | -11 | 35 | -1
CCOc1cc(C(=O)OCC(=O)Nc2cc(C)on2)cc(OCC)c1OCC | 3 | 1 | 1 | 1 | -0.31 | 1 | -4 | 1 | -3
COc1ccc(-c2nc(CSCC(=O)N3CCN(C)CC3)c(C)o2)cc1OC | 4 | 1.2 | 1.5 | / | / | 1 | -10 | -17 | 2
Cc1ccc(OCC(=O)Nc2sc3c(c2C#N)CCC3)cc1C | 5 | 0.6 | 1 | / | 0.5 | 1 | / | 40 | /
Cn1c(NCC(O)c2ccccc2)nc2c1c(=O)n(Cc1ccc(Cl)cc1)c(=O)n2C (centres undefined) | 24 | 0.5 | 1.5 | 0.9 | -0.05 | 0.8 | / | 53* | /
Cc1nn(-c2ccc(F)cc2)c2sc(C(=O)OCC(=O)N3CCC(C)CC3)cc12 | 0 | 1 | 1.2 | 1.1 | 0.03 | 1 | 6 | -1 | 0
CC(C)(C)S(=O)(=O)c1cnc2c(-c3ccc(F)cc3)cnn2c1N | -2 | 1 | 1 | / | 0.25 | 1 | 0 | 0 | -4
CCN(CC)CCOC(=O)c1cccc(Cl)c1 | 14 | 0.9 | 1.3 | 0.9 | -0.5 | 0.9 | -8 | 9 | 5
COc1ccc2sc(NC(C)=O)nc2c1 | 16 | 0.9 | 0.8 | 1.4 | 0.43 | 0.8 | -5 | 8 | 1
CCC(c1nnnn1Cc1ccc(F)cc1)N(CCCO)Cc1cc2cc3c(cc2[nH]c1=O)OCO3 (centres undefined) | 55* | 0.9 | 1.6 | 1 | -0.5 | 0.4 | -16 | 12 | 6
CC(C)NS(=O)(=O)c1ccc(OCC(=O)NCCC2=CCCCC2)cc1 | 56* | 0.8 | 0.8 | 1.1 | 0.73 | 0.4 | -3 | 21 | -1
CCOC(=O)c1cc2c(=O)n3ccccc3nc2n(C(C)C)c1=NC(=O)c1ccncc1 | 65* | 0.5 | 1.2 | 1 | 0.22 | 0.4 | 4 | 48 | -6
O=C(Nc1cccc(Cl)c1)C1CCCN(S(=O)(=O)c2cnc[nH]2)C1 (centres undefined) | 95* | 0 | 1.3 | 1 | / | 0 | -11 | 96* | -1
CNC(=O)CN(C1CCCCC1)S(=O)(=O)c1ccc(F)cc1 | 66* | 0.6 | 0.9 | 1 | 0.05 | 0.3 | -19 | 42 | 1
COCc1[nH]nc2c1C(c1ccc(OC)cc1)C(C#N)=C(N)O2 (centres undefined) | 31 | 0.6 | 0.9 | 1.1 | 0.34 | 0.7 | -25 | 37 | 9
COc1ccc(-c2noc(C)c2-c2ccc3ccccc3n2)c(O)c1 | 100* | 0.3 | 1.2 | 1.1 | -2.1 | 0 | 48 | 72* | -2
CCOc1ccccc1NC(=O)C12CC3CC(C1)CC(c1ccc(C)cc1)(C3)C2 | 52* | 1.2 | 1 | / | 1.1 | 0.5 | -3 | -16 | -4
CC(C)(C)n1cnc2cc(NS(=O)(=O)c3ccc(Br)cc3)ccc21 | 100* | 0 | 0.8 | 1.1 | -0.68 | 0 | -14 | 99* | 1
O=C1Nc2ccccc2C(O)(C(=O)NC2CC2)N1c1ccc(Cl)c(Cl)c1 (centres undefined) | 7 | 1 | 1 | 1.1 | 0.34 | 0.9 | -7 | -4 | -5
COc1cc(C(=O)NC2=NCCS2)cc(OC)c1OC | -6 | 1.1 | 1 | / | 0.33 | 1.1 | -5 | -11 | -2
Cn1c(N2CCCC2)nc2c1c(=O)n(Cc1ccc(Cl)cc1)c(=O)n2C | 13 | 0.8 | 1.2 | 1.1 | -0.99 | 0.9 | 1 | 21 | -4
COc1ccc(NC(=O)CSc2nnc(Cn3nnc4ccccc43)n2C)cc1 | 3 | 0.8 | 0.8 | / | -0.65 | 1 | -2 | 21 | -2
COc1ccc(C(=O)OCCN2CCOCC2)cc1OC | 2 | 1.1 | 0.9 | 1.1 | 0.32 | 1 | 7 | -6 | 0
O=C(O)c1ccc(CSc2n[nH]c(-c3ccco3)n2)cc1 | 1 | 0.9 | 1.1 | 1.2 | 1.6 | 1 | -5 | 6 | -6
CCOC(=O)c1[nH]cnc1C(=O)Nc1cccc(N)n1 | -13 | 1.2 | 1.9 | 1.1 | 2.2 | 1.1 | -2 | -17 | 1
O=C(Cc1cccs1)N1CCC(c2nc3c(nnn3Cc3ccccc3Cl)c(=O)[nH]2)CC1 | 79* | 0 | 1.3 | 1.2 | -0.97 | 0.2 | / | 100* | /
Cc1cc2c(c(N)n1)c(=O)oc1ccccc12 | 7 | 0.8 | 0.9 | 1.2 | -0.15 | 0.9 | -2 | 19 | -2
CCC(=O)Nc1ccccc1N1CCN(S(C)(=O)=O)CC1 | 11 | 1 | 1 | 1 | 0.84 | 0.9 | -23 | -1 | 7
Cc1cccc(C(=O)NC(=S)Nc2ccc(Cc3ccncc3)cc2)c1 | 89* | 0.1 | 0.9 | / | 0.5 | 0.1 | 1 | 92* | -6
O=C1Nc2ccccc2C(O)(C(=O)NCc2ccc3c(c2)OCO3)N1c1ccccc1 (centres undefined) | 21 | 1 | 1.5 | 1.2 | -0.16 | 0.8 | -8 | -4 | -2

Structures from the list above with a COOH group (2):
SMILES | CYP2C19 inhib | CYP2C9 activ | PLAP activator | MT1-MMP txn act | PTK2B oligo ant | CYP2C19 act | Mac1 fbg inh | CYP2C9 inh | CD11b adhes enh
CCCOc1ccc(C(=O)NC(C)C(=O)O)cc1 (centres undefined) | -12 | 1.2 | 1 | 1.1 | 0.59 | 1.1 | -5 | -18 | -2
O=C(O)c1ccc(CSc2n[nH]c(-c3ccco3)n2)cc1 | 1 | 0.9 | 1.1 | 1.2 | 1.6 | 1 | -5 | 6 | -6

Of the compounds above, these contain two or more sulfur atoms:
SMILES | CYP2C19 inhib | CYP2C9 activ | PLAP activator | MT1-MMP txn act | PTK2B oligo ant | CYP2C19 act | Mac1 fbg inh | CYP2C9 inh | CD11b adhes enh
CN(c1ccccc1)S(=O)(=O)c1ccc(NC(=S)NC(=O)c2ccccc2)cc1 | 29 | 0.3 | 1.2 | / | 0.57 | 0.7 | 24 | 70* | -2
O=C(CSc1nc2cc(Cl)ccc2s1)N1CCCc2ccccc21 | 44 | 0.4 | 1.1 | / | -0.34 | 0.6 | 42 | 62* | 1

Later entries
SMILES | CYP2C19 inhib | CYP2C9 activ | PLAP activator | MT1-MMP txn act | PTK2B oligo ant | CYP2C19 act | Mac1 fbg inh | CYP2C9 inh | CD11b adhes enh
COCCNC(=O)c1c[nH]n2c(=O)cc(C3CCN(C(=O)OC(C)(C)C)CC3)nc12 | 9 | 0.4 | 1.6 | / | / | 0.9 | 3 | 62* | 2
C/C(=N\NC(=O)c1ccccc1O)C1C(=O)c2ccccc2C1=O | 35 | 0.1 | 2.1* | / | -2.6 | 0.6 | 11 | 90* | 7
CCCS(=O)(=O)NCCc1cc2c(OC)ccc(OC)c2[nH]c1=O | 13 | 1.1 | 1 | 1.3 | 0.46 | 0.9 | / | -12 | /
CCN(CC)c1ncnc2sc(C(=O)N3CCN(c4ccc(OC)cc4)CC3)c(C)c12 | 29 | 0.7 | 1.1 | 1.3 | 0.37 | 0.7 | 7 | 31 | -3
O=c1cc(CO)oc(CN2CCN(c3ccccc3)CC2)c1O | -5 | 1.1 | 1 | 1.2 | 0.06 | 1.1 | 9 | -12 | -2
COC(=O)c1[nH]c2ccc(C)cc2c1NC(=O)C(C)N1CCN(C2CCCCC2)CC1 (centres undefined) | 6 | 0.9 | 1.3 | 1.2 | -0.03 | 0.9 | -4 | 8 | 0
Cc1ccc(-c2nnc(-n3nnc4ccccc43)c3ccccc23)cc1 | 25 | 0.9 | 1.2 | / | -1.6 | 0.7 | 14 | 8 | -3
O=C(O)C1CCCCC1C(=O)NCc1ccccc1 (centres undefined) | 4 | 1.4 | 0.9 | 2* | -0.16 | 1 | -26 | -44 | -3
COc1ccccc1N1CC(C(=O)OC(C)C(=O)N2CCCc3ccccc32)CC1=O (centres undefined) | 29 | 1.1 | 1.8 | 1.2 | -0.05 | 0.7 | -8 | -7 | -2
COC(=O)CN(n1cnnc1)S(=O)(=O)c1ccccc1 | 0 | 1.2 | 1 | 1.1 | -0.43 | 1 | -12 | -22 | 2
CCOC(=O)c1sc(N)c(C#N)c1CSc1nc2ccc(OCC)cc2[nH]1 | 93* | 0 | 1.2 | 1 | -1.9 | 0.1 | 0 | 97* | -5
CCCCCCCC(=O)NC(Nc1ccc(S(N)(=O)=O)cc1)C(Cl)(Cl)Cl (centres undefined) | 15 | 0.2 | 1.3 | / | 0.39 | 0.9 | / | 77* | /
O=C(COC(=O)c1ccc(=O)n(Cc2ccccc2)n1)Nc1ccc2c(c1)OCCO2 | 17 | 0.8 | 1.1 | 1.1 | -0.17 | 0.8 | -7 | 16 | -1
O=C(c1cc2c(=O)oc3ccccc3c2s1)N1CCOCC1 | -7 | 1 | 0.9 | 1.2 | 0.36 | 1.1 | -7 | -4 | -6
CCn1nnc(C(=O)O)c1C(=O)O | -24 | 1.2 | 1 | 1.2 | 0.6 | 1.2 | -2 | -21 | 1
CSc1nc2cc(F)c(F)cc2n1C | -5 | 1.3 | 1.2 | 1.1 | 0.29 | 1.1 | / | -33 | /
CCOC(=O)Cc1csc(NC(NC(=O)CC)(C(F)(F)F)C(F)(F)F)n1 | -4 | 1 | 1.1 | 1 | -0.43 | 1 | -3 | -2 | 0
CCCCOc1ccc(C(=O)NCC(=O)OC2CCOC2=O)cc1 (centres undefined) | -16 | 1.1 | 0.8 | / | 0.4 | 1.2 | 4 | -11 | -5
COc1ccc(Nc2nccc3c2nnn3C)cc1 | 39 | 0.9 | 0.9 | 1.5 | 0.36 | 0.6 | 4 | 12 | 2
CCCOc1ccc(C(=O)CCC(=O)OCC(=O)Nc2cc(C)on2)cc1 | 1 | 1 | 0.9 | / | / | 1 | 10 | -2 | 3

Structures listed so far that bear a hit mark in MT1-MMP txn act:
SMILES | CYP2C19 inhib | CYP2C9 activ | PLAP activator | MT1-MMP txn act | PTK2B oligo ant | CYP2C19 act | Mac1 fbg inh | CYP2C9 inh | CD11b adhes enh
O=C(O)C1CCCCC1C(=O)NCc1ccccc1 (centres undefined) | 4 | 1.4 | 0.9 | 2* | -0.16 | 1 | -26 | -44 | -3

From PubChem
